High-throughput results deposited in PubChem by Broad Institute.
Pf Dd2 growth – P. falciparum Dd2 growth inhibitors, primary screen, SYBR Green fluorescence, single dose replicates; AID 1159554, 2015; hit rate 2.3% among 94,000; 72 h; hits give low values; activity change, % at 10 µM; in the data active means activity change below about -80%
C diff HTS – C. difficile growth inhibitors, primary screen, HTS; Clostridium difficile clinical isolate growth, OD600, 24 h; hits give low values; growth activity, negative = inhibition, % at 16 µg/mL (by protocol); hit rate 0.25% among 86,000;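 active means mean growth activity at or below -80% and every replicate also at or below -80%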;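 further: 0% = DMSO wells and -100% = levofloxacin 16 µg/mL wells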
KDM4C inh – inhibitors of GASC-1 (KDM4C) histone demethylase, primary screen, biochemical, single concentration HTS; GST-KDM4C 2-372, H3K9me3 peptide, LANCE TR-FRET; inhibition, % at 12.5 µM; hit rate 0.15% among 96,000; AID 720574, 2013;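 active means mean replicate inhibition above about 25%, with at least 55% of replicates also reaching it, limit read from the data, passing the limit was not always enough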
Target sequence (Q9H3R0 2-372 limits assumed): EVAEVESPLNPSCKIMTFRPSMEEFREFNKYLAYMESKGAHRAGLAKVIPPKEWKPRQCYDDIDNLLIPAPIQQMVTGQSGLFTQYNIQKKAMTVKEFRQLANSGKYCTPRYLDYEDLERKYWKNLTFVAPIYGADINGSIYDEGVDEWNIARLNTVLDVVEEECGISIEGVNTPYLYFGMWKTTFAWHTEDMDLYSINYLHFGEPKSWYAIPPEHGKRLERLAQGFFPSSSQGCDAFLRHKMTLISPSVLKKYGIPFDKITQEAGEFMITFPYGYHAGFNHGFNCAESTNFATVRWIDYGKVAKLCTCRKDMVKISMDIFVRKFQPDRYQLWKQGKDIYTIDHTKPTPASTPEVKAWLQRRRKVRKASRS
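Material: N-terminal GST-fused human GASC-1 (KDM4C) fragment, residues 2-372. Input: 10 nM enzyme. Incubation: enzyme reaction 30 min, then detection 60 min, both room temperature. Doses: one test concentration per compound. Read-out basis: inhibition from TR-FRET ratio decrease. Detection: LANCE TR-FRET, excitation 340 nm, emissions 618 and 671 nm.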
T cruzi growth – T. cruzi intracellular proliferation inhibitors, primary screen, cell-based, beta-gal Tulahuen parasites, NIH3T3 host, luminescence; inhibition, % at 8.34 µM; hit rate 5.9% among 77,000; T. cruzi beta-gal in NIH3T3, GalScreen luminescence, 90 h;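 active means mean inhibition above about 93%, with at least 55% of replicates each passing it, limit read from the data, passing the limit was not always enough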
The depositor's hits bear a star; · = no result given; & = joins results of further samples.

Each structure is followed by: Pf Dd2 growth	C diff HTS	KDM4C inh	T cruzi growth
> C[C@@H]1CN([C@H](C)CO)S(=O)(=O)c2ccc(Br)cc2O[C@@H]1CN(C)Cc1ccccn1
    20	-1	2.5	21
> C[C@H](CO)N1C[C@H](C)[C@H](CN(C)S(=O)(=O)c2ccc(Cl)cc2)Oc2ccc(NC(=O)Nc3ccccc3)cc2C1=O
    -14	-5	1.2	26
> CC(C)NC(=O)Nc1cccc2c1O[C@@H](CN(C)Cc1ccc(C(F)(F)F)cc1)[C@@H](C)CN([C@@H](C)CO)C2=O
    -7	0&-8	1.8	·
> C[C@H](CO)N1C[C@H](C)[C@@H](CN(C)C(=O)Nc2ccc(C(F)(F)F)cc2)Oc2ccc(NC(=O)Cc3ccccc3)cc2C1=O
    -3	-11	-0.2	18
> CO[C@H]1CN(C)C(=O)c2cc(NS(=O)(=O)c3ccccc3C)ccc2OC[C@H](C)N(C)C[C@@H]1C
    -37	·	1.6	-21
> COc1ccc2c3c(n(C)c2c1)[C@@H](CO)N(Cc1ccccc1)CC31CN(C(=O)Nc2cccc(F)c2)C1
    -50	6	-1.7	·
> C[C@H](CO)N1C[C@H](C)[C@@H](CN(C)S(=O)(=O)c2cccs2)OCCCC[C@H](C)Oc2ccc(NS(=O)(=O)c3ccc(F)cc3)cc2C1=O
    ·	-16	-0.3	48
> COc1ccc2c3c([nH]c2c1)[C@H](CO)N(C(=O)c1ccc(F)cc1)CC31CCN(C(=O)NC(C)C)CC1
    -37	-8	-0.2	·
> C/C=C/c1ccc2c(c1)O[C@@H](CN(C)C(=O)c1ccccn1)[C@H](C)CN([C@@H](C)CO)S2(=O)=O
    -14	6	-0.3	11
> COc1ccc(NC(=O)N(C)C[C@@H]2Oc3ncc(-c4ccc(C#N)cc4)cc3C(=O)N([C@H](C)CO)C[C@@H]2C)cc1
    -24	1	1.4	·
> CCCNC(=O)N1CC2(CCN(CC3CC3)CC2)c2c([nH]c3cc(OC)ccc23)[C@@H]1CO
    28	3	0.2	·
> C[C@H](CO)N1C[C@H](C)[C@@H](CN(C)Cc2cccnc2)Oc2cc(C#CC3CCCC3)ccc2S1(=O)=O
    -66	-1	1.1	96*
> N#C[C@H]1[C@@H](c2ccc(C#CC3CC3)cc2)[C@@H](CO)N1S(=O)(=O)c1ccccc1
    -13	6	5.4	96*
> C[C@H](CO)N1C[C@H](C)[C@H](CN(C)C(=O)Nc2ccc3c(c2)OCO3)Oc2ncc(/C=C/c3ccccc3)cc2C1=O
    -45	-2	0.0	79
> C[C@H]1CN([C@@H](C)CO)C(=O)Cc2cc(NC(=O)C3CCCCC3)ccc2O[C@@H]1CN(C)Cc1ccncc1
    -10	4	0.7	27
> COCCN(C[C@H]1N[C@H](CO)[C@@H]1c1ccccc1)C(=O)NC1CCCC1
    -6	4	-2.1	·
> C[C@H]1CN([C@@H](C)CO)C(=O)Cc2cc(NC(=O)CCN3CCOCC3)ccc2O[C@H]1CN(C)Cc1ccc(C(F)(F)F)cc1
    5	7	0.9	50
> CCC(=O)Nc1ccc2c(c1)C(=O)N(C)C[C@H](OC)[C@@H](C)CN(CCC(F)(F)F)[C@H](C)CO2
    0	·	0.3	-2
> CN1[C@H](C(=O)NCCc2ccccc2)[C@@H](CO)[C@@H]2Cn3c(ccc(-c4ccccc4)c3=O)[C@@H]21
    ·	1	1.9	-14
> C[C@@H]1CN([C@@H](C)CO)C(=O)c2cc(N(C)C)ccc2O[C@H]1CN(C)S(=O)(=O)c1cccs1
    4	-1	-0.9	18

Just KDM4C inh (six entries from above):
Structure	KDM4C inh
C[C@H](CO)N1C[C@H](C)[C@H](CN(C)S(=O)(=O)c2ccc(Cl)cc2)Oc2ccc(NC(=O)Nc3ccccc3)cc2C1=O	1.2
CC(C)NC(=O)Nc1cccc2c1O[C@@H](CN(C)Cc1ccc(C(F)(F)F)cc1)[C@@H](C)CN([C@@H](C)CO)C2=O	1.8
C[C@H](CO)N1C[C@H](C)[C@@H](CN(C)C(=O)Nc2ccc(C(F)(F)F)cc2)Oc2ccc(NC(=O)Cc3ccccc3)cc2C1=O	-0.2
CO[C@H]1CN(C)C(=O)c2cc(NS(=O)(=O)c3ccccc3C)ccc2OC[C@H](C)N(C)C[C@@H]1C	1.6
COc1ccc2c3c(n(C)c2c1)[C@@H](CO)N(Cc1ccccc1)CC31CN(C(=O)Nc2cccc(F)c2)C1	-1.7
C[C@H](CO)N1C[C@H](C)[C@@H](CN(C)S(=O)(=O)c2cccs2)OCCCC[C@H](C)Oc2ccc(NS(=O)(=O)c3ccc(F)cc3)cc2C1=O	-0.3

(list continues)
Each structure is followed by: Pf Dd2 growth	C diff HTS	KDM4C inh	T cruzi growth
> C[C@@H]1CN([C@@H](C)CO)S(=O)(=O)c2ccc(C#CC(C)(C)O)cc2O[C@@H]1CN(C)C(=O)C1CCCCC1
    14	0	-0.4	48
> C[C@@H]1CCCCO[C@H](CN(C)S(=O)(=O)c2ccc(F)cc2)[C@@H](C)CN([C@@H](C)CO)C(=O)c2cc(NC(=O)Cc3ccccc3)ccc2O1
    -76	·	0.5	90
> C[C@@H]1CN([C@@H](C)CO)C(=O)Cc2cc(NC(=O)Nc3cccc4ccccc34)ccc2O[C@H]1CN(C)S(=O)(=O)c1ccc(F)cc1
    -32	-8	-3.4	22
> COc1ccccc1C#Cc1ccc([C@H]2[C@H](CO)N3CCCCN(C(=O)C4CCC4)C[C@@H]23)cc1
    -48	0	-2.6	109*
> COc1ccc(NC(=O)N2C[C@H]3[C@@H](c4ccccc42)[C@@H](CO)N3C(=O)C2CCCCC2)cc1
    7	12	1.8	0
> C[C@@H]1CCCCO[C@@H](CN(C)S(=O)(=O)c2ccc(Cl)cc2)[C@@H](C)CN([C@@H](C)CO)C(=O)c2cc(NC(=O)c3ccncc3)ccc2O1
    -73	11	-0.8	75
> O=C(C[C@H]1CC[C@@H]2[C@H](COC[C@H](O)CN2S(=O)(=O)c2ccc(Cl)cc2)O1)NCc1ccc(Cl)c(Cl)c1
    -8	·	-1.4	74
> O=C(C[C@H]1CC[C@H]2[C@@H](COC[C@@H](O)CN2Cc2cccc(F)c2)O1)NCC1CCCCC1
    -3	6	4.0	-17
> C[C@@H]1CN([C@@H](C)CO)C(=O)c2cccc(NC(=O)C3CCCCC3)c2O[C@@H]1CN(C)Cc1ccccc1
    -41	-1	0.8	·
> CO[C@H](CN(C)C(=O)C1CCOCC1)[C@H](C)CN(C(=O)Nc1ccc(C(F)(F)F)cc1)[C@H](C)CO
    12	·	0.6	113*
> CN1[C@@H]2Cn3c(ccc(-c4ccncc4)c3=O)[C@H]1[C@@H](C(=O)Nc1nccs1)[C@@H]2CO
    5	-3	-1.8	1
> C[C@@H]1CN([C@H](C)CO)C(=O)Cc2cc(NS(=O)(=O)c3ccc(F)cc3)ccc2O[C@H]1CN(C)S(=O)(=O)c1ccc(Cl)cc1
    1	-10	12	6
> CC=Cc1ccc2n(c1=O)C[C@@H]1[C@@H](CO)[C@H](C(=O)NC3CCC3)[C@H]2N1C(=O)c1cnccn1 (mixture of isomers)
    -20	-2	-1.0	·
> CCNC(=O)[C@H]1[C@H](CO)[C@H]2Cn3c(ccc(C4=CCCC4)c3=O)[C@@H]1N2C(=O)C1CC1
    0	-4	0.0	24
> C/C=C/c1cnc2c(c1)C(=O)N([C@@H](C)CO)C[C@H](C)[C@@H](CN(C)CC1CCCC1)O2
    11	0	0.5	·
> C[C@H](NC(=O)[C@@H]1[C@@H](CO)[C@@H]2Cn3c(ccc(C4=CCCCC4)c3=O)[C@@H]2N1C)c1ccccc1
    0	-4	4.4	19
> O=C(c1cnccn1)N1CC(=O)N2[C@H](CO)[C@H](c3ccc(C#CC4CCCC4)cc3)[C@H]2C1
    -1	-9	0.6	·
> Cc1noc(C)c1S(=O)(=O)Nc1cccc2c1O[C@H](CN(C)S(=O)(=O)c1c(C)noc1C)[C@H](C)CN([C@@H](C)CO)C2=O
    -13	-1	3.5	·
> C[C@H]1CN([C@@H](C)CO)C(=O)c2cc(C3=CCCC3)cnc2O[C@@H]1CN(C)C(=O)Nc1ccc(C(F)(F)F)cc1
    -54	-1	-1.8	82
> C[C@H](CO)N1C[C@H](C)[C@@H](CN(C)Cc2ccc3c(c2)OCO3)Oc2ccc(NS(=O)(=O)c3cn(C)cn3)cc2CC1=O
    6	9	-0.1	-6
> C[C@H](CO)N1C[C@H](C)[C@@H](CN(C)C(=O)Cc2ccccc2)Oc2ncc(-c3ccc(F)cc3)cc2C1=O
    -23	-1	0.8	35
> CCCNC(=O)N1[C@@H](CO)[C@@H]2c3ccccc3N(C(=O)NC(C)C)C[C@@H]21
    1	7	5.9	-17
> COc1ccc2c3c(n(C)c2c1)[C@@H](CO)N(C(=O)CN(C)C)CC31CN(C(=O)C2CCC2)C1
    33	-5	-0.4	·
> Cc1ccc(S(=O)(=O)N(C)C[C@@H]2Oc3ccc(NC(=O)CCCCCC(=O)Nc4ccccc4N)cc3C(=O)N([C@@H](C)CO)C[C@@H]2C)cc1
    -89*	-1	6.3	·
> C[C@@H]1CN([C@H](C)CO)C(=O)c2cccc(NC(=O)c3ccc(-c4nccs4)cc3)c2O[C@@H]1CN(C)CC1CCCCC1
    -16	1	0.8	-1
> O=C(C[C@@H]1CC[C@@H]2[C@H](COC[C@H](O)CN2C(=O)Nc2cccc(Cl)c2)O1)N1CCCCC1
    12	26&20	0.0	82
> CCN1[C@@H]2c3cccc(=O)n3C[C@@H]2[C@@H](CO)[C@@H]1C(=O)NC1Cc2ccccc2C1
    ·	3	-1.8	36
> CNC[C@@H]1Oc2ccc(NS(=O)(=O)c3c(C)noc3C)cc2CC(=O)N([C@@H](C)CO)C[C@@H]1C
    2	-2	-0.7	40
> Cc1noc(C)c1S(=O)(=O)Nc1ccc2c(c1)C(=O)N([C@H](C)CO)C[C@@H](C)[C@@H](CN(C)S(C)(=O)=O)OCCCC[C@H](C)O2
    44	0	-0.1	28
> C[C@H]1CN([C@@H](C)CO)C(=O)c2cccc(NC(=O)c3nc4ccccc4s3)c2O[C@H]1CN(C)Cc1ccc(Oc2ccccc2)cc1
    -75	5	-3.3	82
> C[C@@H]1CN([C@@H](C)CO)C(=O)CCCn2cc(nn2)CO[C@H]1CN(C)S(C)(=O)=O
    -11	7	·	-1
> C[C@H]1CN([C@@H](C)CO)C(=O)c2c(c3ccccc3n2C)-c2ccccc2CO[C@@H]1CN(C)Cc1cccnc1
    -15	-3	3.3	76
> COc1ccc2c3c(n(C)c2c1)[C@@H](CO)N(C(=O)CN1CCOCC1)CC31CCN(Cc2ccncc2)CC1
    25	-3	·	·
> O=S(=O)(c1ccccc1)N1CC[C@H]2[C@H](CO)Nc3ccc(C#Cc4ccccc4F)cc3[C@H]21
    -19	0	-0.3	·
> CCCN1[C@H](C(=O)N[C@H](C)c2ccccc2)[C@@H](CO)[C@@H]2Cn3c(ccc(-c4cccc(F)c4)c3=O)[C@@H]21
    ·	14	4.0	61
> COCC#Cc1ccc2c(c1)O[C@@H](CN(C)S(=O)(=O)c1cccc(OC)c1)[C@H](C)CN([C@@H](C)CO)S2(=O)=O
    -37	-1	0.8	49
> CC(C)NC(=O)Nc1ccc2c(c1)C(=O)N([C@H](C)CO)C[C@H](C)[C@@H](CN(C)C(=O)NC1CCCCC1)O2
    23	1	-1.0	19
> CC=Cc1ccc2n(c1=O)C[C@H]1[C@H](CO)[C@@H](C(=O)Nc3ccc(-c4ccccc4)cc3)[C@@H]2N1C(=O)CC (mixture of isomers)
    ·	62	-5.4	1
> Cc1ccc(S(=O)(=O)Nc2ccc3c(c2)CC(=O)N([C@H](C)CO)C[C@@H](C)[C@H](CN(C)C(=O)NC(C)C)O3)cc1
    0	3	1.4	29
> Cc1cc(C(=O)Nc2cccc3c2O[C@@H](CN(C)C(=O)Nc2cccc4ccccc24)[C@@H](C)CN([C@H](C)CO)C3=O)n(C)n1
    -2	1	-1.0	4

Sorted by the number under KDM4C inh (lowest first): 3 from the list above
| Molecule | KDM4C inh |
| --- | --- |
| CC=Cc1ccc2n(c1=O)C[C@H]1[C@H](CO)[C@@H](C(=O)Nc3ccc(-c4ccccc4)cc3)[C@@H]2N1C(=O)CC (mixture of isomers) | -5.4 |
| CN1[C@@H]2Cn3c(ccc(-c4ccncc4)c3=O)[C@H]1[C@@H](C(=O)Nc1nccs1)[C@@H]2CO | -1.8 |
| O=S(=O)(c1ccccc1)N1CC[C@H]2[C@H](CO)Nc3ccc(C#Cc4ccccc4F)cc3[C@H]21 | -0.3 |

Carrying on:
Each structure is followed by: Pf Dd2 growth	C diff HTS	KDM4C inh	T cruzi growth
> C[C@@H](NC(=O)C[C@H]1C=C[C@@H](NC(=O)C2CCC2)[C@@H](CO)O1)c1ccccc1
    -6	·	3.1	-78
> C[C@H](CO)N1C[C@H](C)[C@H](CN(C)C(=O)C2CCOCC2)Oc2ncc(-c3cccc(C#N)c3)cc2C1=O
    27	-1	0.6	29
> Cc1cccc(-c2ccc(C3[C@@H]4CN(C(=O)c5ccncc5)C[C@H]3N4)cc2)c1 (stereo partly drawn)
    -9&-12	-8&2	0.1&-0.7	·
> C[C@H]1CN([C@@H](C)CO)C(=O)c2cc(-c3ccc(F)cc3)cnc2O[C@@H]1CN(C)Cc1ccc(F)cc1
    -33	13	0.6	32
> O=S(=O)(c1cccc(Cl)c1)N1[C@@H]2CNC[C@H]1C2c1ccc(-c2cccc(F)c2)cc1 (stereo partly drawn)
    3&-1	29&0	-1.9&-1.1	·
